Screens as filed in PubChem.
KDM5B inhibitor = blocks human KDM5B histone demethylase activity; Q9UGL1; KDM5B demethylase, FDH-coupled NADH fluorescence (FDH is formaldehyde dehydrogenase); Potency, µM (titrated, usually from 57.7 µM), without a hit: at the highest dose activity change, negative = inhibition, usual class: inhibitors; 2.6% of 220,000 active; AID 1347165; active means well fitted inhibition curve with a large enough effect; inconclusive means small, poorly fitted or top-dose-only effect; inactive means no such curve, though single readings can be large or run the other way; further: 0% is about no effect; nearly all actives have a fitted effect of over 70% in size
Target sequence (Q9UGL1 whole entry, looked up): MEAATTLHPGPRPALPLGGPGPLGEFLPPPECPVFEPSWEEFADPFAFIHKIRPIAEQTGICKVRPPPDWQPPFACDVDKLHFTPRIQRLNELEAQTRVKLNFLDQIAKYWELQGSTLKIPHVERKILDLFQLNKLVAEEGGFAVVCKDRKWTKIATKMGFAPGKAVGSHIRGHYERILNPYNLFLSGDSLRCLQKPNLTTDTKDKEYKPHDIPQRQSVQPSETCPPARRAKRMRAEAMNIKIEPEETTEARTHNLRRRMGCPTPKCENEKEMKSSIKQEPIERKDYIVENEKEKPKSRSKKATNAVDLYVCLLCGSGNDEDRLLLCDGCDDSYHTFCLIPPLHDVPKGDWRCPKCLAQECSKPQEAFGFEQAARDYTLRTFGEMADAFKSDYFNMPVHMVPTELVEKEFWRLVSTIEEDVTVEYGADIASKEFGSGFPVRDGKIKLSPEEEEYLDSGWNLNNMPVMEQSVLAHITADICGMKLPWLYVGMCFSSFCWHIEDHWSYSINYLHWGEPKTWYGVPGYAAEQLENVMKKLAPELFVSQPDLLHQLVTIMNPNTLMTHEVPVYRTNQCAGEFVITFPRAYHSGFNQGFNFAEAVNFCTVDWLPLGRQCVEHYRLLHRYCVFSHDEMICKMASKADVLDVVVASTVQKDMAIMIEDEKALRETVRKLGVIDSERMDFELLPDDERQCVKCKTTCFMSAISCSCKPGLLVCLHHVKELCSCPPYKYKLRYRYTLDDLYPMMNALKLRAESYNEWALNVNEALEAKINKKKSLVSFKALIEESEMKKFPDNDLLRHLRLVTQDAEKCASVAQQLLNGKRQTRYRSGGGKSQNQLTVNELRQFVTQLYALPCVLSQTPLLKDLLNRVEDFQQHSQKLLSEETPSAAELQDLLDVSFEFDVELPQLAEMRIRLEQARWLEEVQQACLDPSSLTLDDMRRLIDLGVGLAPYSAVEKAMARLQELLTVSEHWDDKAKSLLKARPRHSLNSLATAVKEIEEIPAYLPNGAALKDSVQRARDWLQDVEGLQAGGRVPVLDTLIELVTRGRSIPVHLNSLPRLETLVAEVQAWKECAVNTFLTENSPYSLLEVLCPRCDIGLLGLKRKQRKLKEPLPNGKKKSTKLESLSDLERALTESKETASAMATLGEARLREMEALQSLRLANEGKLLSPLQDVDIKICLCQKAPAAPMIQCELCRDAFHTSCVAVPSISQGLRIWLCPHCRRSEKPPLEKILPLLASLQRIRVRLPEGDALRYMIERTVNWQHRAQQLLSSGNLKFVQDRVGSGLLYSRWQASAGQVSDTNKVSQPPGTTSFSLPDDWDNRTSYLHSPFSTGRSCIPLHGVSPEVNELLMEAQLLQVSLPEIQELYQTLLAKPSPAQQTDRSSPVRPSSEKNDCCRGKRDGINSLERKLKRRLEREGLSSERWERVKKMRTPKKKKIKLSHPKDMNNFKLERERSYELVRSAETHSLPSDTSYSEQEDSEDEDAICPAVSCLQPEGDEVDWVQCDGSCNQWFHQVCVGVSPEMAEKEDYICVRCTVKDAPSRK
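Coupled FDH/NAD⁺ fluorescence readout. KDM5BΔAP 200 nM final; compound titration, 10 min RT preincubation; substrate mix 12.5 µM H3K4me3, 25 µM 2-OG, 50 µM Fe(II), 100 µM ascorbate, 0.25 mM NAD⁺, 0.25 U/mL FDH; ΔRFU over 30 min.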
* hit, by the source's call; i = inactive; ? = inconclusive; & = joins results of further samples; [ ] = remark or other dose. Potency means the concentration at half of the fitted maximal effect. Only part of the results is shown (hit frequency here may not be typical).

SMILES	KDM5B inhibitor
CCn1cc(-c2ccc(Cl)cc2)cc1C(=O)N1CCN(c2ccccn2)CC1	?
O=C(NCc1ccc(F)cc1)C1CCc2nnc(-c3ccc(Cl)nc3)n21 (stereo not drawn)	6.0%[115 µM]
Cn1nnnc1C1CCCN(C(=O)c2cccc(F)c2)C1 (stereo not drawn)	?
CC(C)NC(=O)N1CCCC(Cn2c(C3CC3)nc3cccnc32)C1 (stereo not drawn)	27.8%
CCNC(=O)c1n[nH]c2c1CN(C(=O)c1ccccc1F)CC2	3.1%
Cc1ccc(CNC(=O)C2CCN(c3cnc4nccnc4c3)CC2)o1	?
CC(=C/c1ccccc1)/C=N/NC(=O)c1nnn(-c2nonc2N)c1CN1CCC(C)CC1	-5.0%
COc1ccc(-c2cc3c(ccn3C)c(C(=O)NCc3cccnc3)n2)cc1	i
CC(C)(C)C(=O)N1CCc2nc(-c3ccccc3)nc(-c3ccc(Cl)cc3)c2C1	-25.8%
C=CCN(Cc1ccc(F)cc1)C(=O)C(C)Oc1ccccc1OC (stereo not drawn)	12.6%
CC1CCN(C(=O)CSc2n[nH]c(-c3ccc(F)cc3)n2)CC1	-17.7%
Cc1cc2n(n1)CCC(=O)N2Cc1ccc(C(=O)Nc2cc(Cl)ccc2C)cc1	-31.3%
COC(=O)c1cccc(CN2C(=O)SC(Nc3ccc(Cl)cc3)C2=O)c1 (stereo not drawn)	?
CC1(C(=O)NC2CCCCC2)Cc2ccccc2C(=O)N1Cc1ccccc1Cl (stereo not drawn)	?
COc1ccc(NC(=O)c2cc(=O)c3ccc(C)cc3o2)cc1	20.0%
CCOc1nccn2c(-c3ccc(CN4CCNC(=O)C4)cc3)cnc12	35.5µM*
COc1cc(CN2C[C@@H](CO)[C@H](C(=O)NC3CC3)C2)ccc1F	-14.9%
CCOc1ccc(Nc2nc3cc(S(=O)(=O)CC)ccc3o2)cc1	-8.1%
COC(=O)c1ccc(NC(=O)c2ccc3nc(-n4cccc4)sc3c2)cc1	?
O=C(NCC1CCN(C2CC2)C1)Nc1ccc(Cl)cc1 (stereo not drawn)	11.6%

Structural class, those above with four or more nitrogen atoms.
SMILES	KDM5B inhibitor
CCn1cc(-c2ccc(Cl)cc2)cc1C(=O)N1CCN(c2ccccn2)CC1	?
O=C(NCc1ccc(F)cc1)C1CCc2nnc(-c3ccc(Cl)nc3)n21 (stereo not drawn)	6.0%[115 µM]
Cn1nnnc1C1CCCN(C(=O)c2cccc(F)c2)C1 (stereo not drawn)	?
CC(C)NC(=O)N1CCCC(Cn2c(C3CC3)nc3cccnc32)C1 (stereo not drawn)	27.8%
CCNC(=O)c1n[nH]c2c1CN(C(=O)c1ccccc1F)CC2	3.1%
Cc1ccc(CNC(=O)C2CCN(c3cnc4nccnc4c3)CC2)o1	?
CC(=C/c1ccccc1)/C=N/NC(=O)c1nnn(-c2nonc2N)c1CN1CCC(C)CC1	-5.0%
COc1ccc(-c2cc3c(ccn3C)c(C(=O)NCc3cccnc3)n2)cc1	i
CC1CCN(C(=O)CSc2n[nH]c(-c3ccc(F)cc3)n2)CC1	-17.7%
Cc1cc2n(n1)CCC(=O)N2Cc1ccc(C(=O)Nc2cc(Cl)ccc2C)cc1	-31.3%
CCOc1nccn2c(-c3ccc(CN4CCNC(=O)C4)cc3)cnc12	35.5µM*

Further structures:
SMILES	KDM5B inhibitor
Cc1ccc(Cn2c(C)c3cnn(CC(=O)NCc4cccnc4)c(=O)c3c2C)cc1	12.7%
COc1ccc(-c2cc(C(F)(F)F)n3nc(C(=O)OC(C)C)cc3n2)cc1	4.7%
O=C1NCc2ccccc2CC12CCN(Cc1cc(F)ccc1F)C2 (stereo not drawn)	15.2%[149 µM]
O=C([C@@H]1C[C@H](F)CN1S(=O)(=O)c1ccccc1F)N1CCc2ccccc2C1	-28.9%
O=C(COC(=O)/C=C/c1ccc([N+](=O)[O-])cc1)NCc1ccc2c(c1)OCO2	13.1%
COc1cc(NC(=O)Cn2nc(C(F)(F)F)c3c2CCCC3)c(OC)cc1Cl	-10.3%
Cc1c(Cl)cccc1NC(=O)Cn1cnc2nc3c(cc2c1=O)CCCC3	13.4%
COC(=O)C1=C(N)Oc2c(oc(CO)cc2=O)C1c1ccc(F)cc1F (stereo not drawn)	-8.1%
COc1ccccc1C(=O)Oc1ccc(C)cc1	21.7%
O=C(COc1ccccc1)N1CCC2(CCC(=O)N(Cc3ccccc3)CC2)CC1	-1.9%
COc1ccc(NC(=O)c2nc3nc(C)cc(C)n3n2)cc1OC	12.5%
CC(C)CSc1nnc(-c2ccccc2)c(-c2ccccc2)n1	-27.1%
O=C(Oc1ccc(Br)c2ccccc12)c1ccc(-c2ccccc2)cc1	3.2%
Cc1ncc(CN2CCC3(CC2)CCN(Cc2ccoc2)CC3CO)n1C (stereo not drawn)	26.4%
O=C(COc1ccccc1)N1CCCC(c2noc(COc3ccccc3)n2)C1 (stereo not drawn)	-7.0%
N/C(=N\S(=O)(=O)c1ccc(Cl)cc1)N1CCOCC1	18.5%
COc1ccc(CC(=O)NCCc2sc(-c3ccc(Cl)cc3)nc2C)cc1OC	?
COC(=O)COc1ccc2cc(-c3ccc(Cl)cc3)c(=O)oc2c1	i
Cc1cc(C)c(C)c(SC(C(N)=O)c2ccccc2)c1C (stereo not drawn)	-2.0%
Cc1ccc(O)c(C(C)(C)C)c1	-19.6%
CCC(=O)N1CCc2cc(Br)cc(S(=O)(=O)N3CCN(c4cc(C)ccc4C)CC3)c21	-1.4%
CCC1CCCCN1CCCNC(=O)CCNC(=O)Cn1cnc2ccccc2c1=O (stereo not drawn)	-15.7%
Cc1cc(NC(=O)COC(=O)c2nc(-c3ccccc3)oc2C)ccc1N1CCCC1	-20.9%
CN1CC2(CCCN(Cc3ccccc3OCC(=O)O)C2)OC1=O (stereo not drawn)	-16.3%
O=C1CCCC2=C1C(c1ccccc1F)n1nc(SCc3ccc(C(=O)O)cc3)nc1N2 (stereo not drawn)	?
Cc1cccc(OCCSc2nc3ccccc3n2CC(O)CO)c1 (stereo not drawn)	12.3%
CC(C)(C)CC(=O)Nc1nc2c(s1)C[C@@H]1[C@](C)(CO)[C@H](O)CC[C@@]1(C)[C@@H]2CC(=O)NC1CCCC1	6.8%
C=CCSc1nnc(NC(=O)c2cc(=O)c3c(C)cc(C)cc3o2)s1	-21.6%
CC(NC(=O)CCc1c[nH]c2ccccc12)c1ccncc1 (stereo not drawn)	14.9%
CC(C)c1nncn1C1CCN(S(=O)(=O)c2ccccc2)CC1	-15.6%

The list goes on; it opens with the two that closed the last part.
SMILES	KDM5B inhibitor
CC(NC(=O)CCc1c[nH]c2ccccc12)c1ccncc1 (stereo not drawn)	14.9%
CC(C)c1nncn1C1CCN(S(=O)(=O)c2ccccc2)CC1	-15.6%
COc1cc(C(CC(=O)NCc2ccccc2)N2Cc3ccccc3C2=O)cc(OC)c1OC (stereo not drawn)	-2.2%
CCn1nc(C(=O)OC/C(O)=C(\C#N)c2nc3ccccc3[nH]2)c2ccccc2c1=O	7.9%
CCOC(=O)CC(NS(=O)(=O)c1ccc2[nH]c3c(c2c1)CCCC3)c1ccccc1Cl (stereo not drawn)	15.8%
COc1ccc(OC)c(C2CC(=O)Nc3c(C(=O)O)cn(-c4ccc(F)cc4)c32)c1 (stereo not drawn)	?
CCOC(=O)c1ccc(NC(=O)CSc2nnc(CNC(=O)c3ccc(OC)cc3)n2CC)cc1	-18.1%
Cc1cccc(NC(=O)NC2(C(=O)NCc3ccco3)CCCCC2)c1	-3.2%
COc1ccc(C(=O)N2[C@@H]3CC[C@H]2CC(NC(=O)c2cnc(C)cn2)C3)c(OC)c1 (stereo partly drawn)	-7.0%
O=C(/C=C/c1ccc(-c2ccc(Cl)c(Cl)c2)o1)c1ccc(F)cc1	?
Cc1ccc(C(=O)C2CCN(CC(=O)NCc3ccc(F)cc3)CC2)cc1	-5.4%
CC(C)c1ccc(NC(=O)O[C@@H]2CO[C@H]3[C@@H]2OC[C@@H]3NC(=O)c2ccccc2)cc1	-14.3%[86.2 µM]
COCCNc1nc(N)c([N+](=O)[O-])c(NC2CCCCC2)n1	4.6%
COc1cc(CCC(=O)N2CC(c3noc(C4CCCN4C(C)=O)n3)C2)on1 (stereo not drawn)	18.6%
CCOc1ccc(NC(=O)c2c(NC(=O)c3ccccc3Br)sc3c2CCC(C)C3)cc1 (stereo not drawn)	?
Cc1ccc(-c2nnc(C3CN(C(=O)c4cccc(Cl)c4)CC34CCOCC4)o2)cc1 (stereo not drawn)	18.3%
COc1ccc(Nc2nc(-c3c[nH]c(C(=O)N4CCCC4)c3)cs2)cc1	-19.3%
Cc1ccc(-n2nnnc2SCc2cc(=O)oc3c(C)c(C)ccc23)cc1	-17.4%
CCOC(=O)CNC(=O)c1ccc(OCC)cc1	17.3%
CC(C)CN1CCOC[C@H](Oc2ccc(S(C)(=O)=O)cc2)C1	-4.3%[86.2 µM]
CCN(CC)S(=O)(=O)c1ccc(OC(C)C)c(NC(=O)c2ccc(S(=O)(=O)N(C)C)cc2)c1	12.7%
C[C@H](NC(=O)C1CC(=O)N(c2ccc(F)cc2)C1)C(=O)N[C@@H](Cc1ccccc1)C(=O)O (stereo partly drawn)	18.2%
COC(=O)[C@@H]1Cc2ncn(C)c2CN1C(=O)CC(C)(C)CC(=O)O	-29.1%[86.2 µM]
O=C(Nc1c(C(=O)N2CCN(c3ccccc3)CC2)oc2ccccc12)c1ccc(Br)o1	?
Cc1ccc(N(C)S(=O)(=O)c2nnc(NC(=O)C3CCCCC3)s2)cc1	14.8%
O=C(c1cc(-c2ccc(F)cc2)n[nH]1)N1CC2CC(C1)[C@H]1CCCC(=O)N1C2 (stereo partly drawn)	14.6%
COc1ccc(-c2noc(CC3CCN(C(=O)c4ccccc4C)CC3)n2)cc1	17.2%
COC(=O)C1CN(S(=O)(=O)c2ccc(NC(C)=O)cc2)CCS1 (stereo not drawn)	-11.8%
Cc1ccc(C(=O)NC2CCCN(c3ccc(C(F)(F)F)cn3)C2)cn1 (stereo not drawn)	-5.1%
CC(Cc1cccs1)N(Cc1ccccc1)C(=O)c1cccc(S(=O)(=O)N(C)C)c1 (stereo not drawn)	-1.8%
Cc1ccc(NC(=O)c2oc3ccc4c(c3c2C)C(=O)CC(C)(C)O4)c(C)c1	2.6%
COCCN1C(=O)c2ccccc2NC1c1cc2ccccc2[nH]c1=O (stereo not drawn)	0.5%
O=C(c1nn(Cc2ccccc2)c(=O)c2ccccc12)N1CCc2ccccc21	-8.4%
CCNC(=O)CCCN1C(=O)CCn2nc(-c3cccn3C)cc21	?
Cc1ccc(C(=O)NCc2ccc(Cl)cc2)cc1S(=O)(=O)N1CCCCC1	12.7%
CCC(C(=O)NCCc1ccccn1)c1ccccc1 (stereo not drawn)	18.1%
CCOc1ccc(CCNC(=O)C2CCN(Cc3nc(-c4ccc(OC)c(OC)c4)oc3C)CC2)cc1OCC	6.7%
CCCCc1nn(CC(=O)N2C[C@H]3CC=C(C)C[C@H]3C2)c(=O)n1CC	-10.2%
CC(C)OCCCNC(=O)Cn1nc2c(cc1=O)CCCC2	3.4%
CCOc1ccc(NC(=O)CSc2nnc(CNC(=O)c3c(F)cccc3Cl)o2)cc1	15.0%&11.1%
O=C(NCc1ccc(F)cc1)C1CCc2nnc(-c3ccc(Cl)cc3Cl)n21 (stereo not drawn)	25.8%[115 µM]
N#Cc1ccc(NC(=O)CCCc2cccs2)cc1	4.6%
CCCC(=O)Nc1ccc(-c2csc(NC(=O)c3ccc4c(c3)nnn4CC)n2)cc1	-15.7%
COc1ccc(Nc2nc3ccccc3nc2NS(=O)(=O)c2cc(C)ccc2C)cc1	6.5%
COc1ccc(CN2C[C@@H](CO)[C@H](c3ccncc3)C2)cc1	0.5%
CCC1(C)Cc2ccccc2-c2nc(SCC(N)=O)[nH]c(=O)c21 (stereo not drawn)	9.8%
Cc1cccc(NC(=O)CCSc2ccc(Cl)cc2)c1	0.4%
Cc1cc(C)c2c(n1)sc1c(=O)n(-c3cc(Cl)ccc3C)nnc12	?
CN(C)CCN1C(=O)C2C(C(=O)Nc3cc(Cl)cc(Cl)c3)C3C=CC2(O3)C1C(=O)NC1CCCCC1 (stereo not drawn)	-2.6%
Cc1noc(C)c1C(=O)NCc1ccnc(OC2CCCCC2)c1	22.5%
COc1cccc(C(=O)N2CCC3(CC2)NC(=O)N(c2ccc(F)cc2)N3)c1OC	-29.3%
O=C(NCC1CCCO1)c1ccc(NS(=O)(=O)c2ccc3[nH]c(=O)[nH]c3c2)cc1 (stereo not drawn)	16.1%

Next part:
SMILES	KDM5B inhibitor
CCOc1ccc(NC(=O)N2CCC3(CC2)Oc2ccccc2C(=O)N3Cc2ccccc2F)cc1	-6.5%
CCOC(=O)c1oc2ccc(S(=O)(=O)N3CCc4nnc(C5CC5)n4CC3)cc2c1C	25.1%
O=C(CNC(=O)c1cccc(Br)c1)N/N=C/c1ccc2c(c1)OCO2	14.3%
Nc1nonc1-n1nnc(C(=O)N/N=C/c2ccc(Cl)cc2Cl)c1CN1CCCCC1	-29.1%
COc1ccc(Cl)cc1NS(=O)(=O)c1ccc(N2C(=O)C(C)CS2(=O)=O)cc1 (stereo not drawn)	-22.6%
CCOC(=O)c1oc2cc(OS(C)(=O)=O)ccc2c(=O)c1-c1ccc(Br)cc1	-2.1%
Cn1nc(-c2ccc(OCC(=O)NC(C)(C)C)cc2)c2ccccc2c1=O	10.7%
CCCCCC(=O)Nc1nc2c(s1)C[C@@H]1[C@](C)(CO)[C@H](O)CC[C@@]1(C)[C@@H]2CC(=O)NCc1ccccc1	-0.7%
O=C(CCc1ccccc1)N1CCC(c2nc(C3CCOCC3)no2)C1 (stereo not drawn)	?
CC1CCN(CCCN2C(=O)C3C(C(=O)Nc4ccc(Cl)cc4)C4C=CC3(O4)C2C(=O)NC2CCCCC2)CC1 (stereo not drawn)	15.9%
COc1ccccc1C(=O)Nc1nnc(S(=O)(=O)N2CCCCC2)s1	11.9%
